Assay outcomes deposited in PubChem BioAssay by National Center for Advancing Translational Sciences (NCATS).
D3 antag = blocks the human D3 dopamine receptor; D3R cells, DiscoveRx beta-arrestin luminescence, antagonist mode; stronger effect = lower value; max response, negative = inhibition, %; hit rate 2.5% among 360,000; AID 652054; in the data active = max response below about -50%; inconclusive = no clear call, values can overlap the other calls; also: % is scaled to controls: 0 for no effect and ±100 for the full control effect; mostly tested at two doses, the higher about 12 µM
Target sequence (P35462 whole entry, looked up): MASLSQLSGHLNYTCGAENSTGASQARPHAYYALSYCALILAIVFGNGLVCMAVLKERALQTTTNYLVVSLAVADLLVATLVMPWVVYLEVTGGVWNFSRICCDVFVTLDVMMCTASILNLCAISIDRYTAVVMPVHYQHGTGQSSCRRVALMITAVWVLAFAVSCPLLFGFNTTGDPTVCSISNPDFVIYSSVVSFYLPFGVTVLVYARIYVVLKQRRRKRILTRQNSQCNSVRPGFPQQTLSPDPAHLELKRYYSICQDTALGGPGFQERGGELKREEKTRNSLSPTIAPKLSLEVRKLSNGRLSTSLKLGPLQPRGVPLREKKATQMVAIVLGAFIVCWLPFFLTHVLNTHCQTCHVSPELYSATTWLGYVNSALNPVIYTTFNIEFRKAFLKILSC
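Cells expressing the human receptor were seeded at 1500 cells/well, incubated overnight at 37 degrees C in 5% CO2, then exposed to library compounds with dopamine controls for 90 minutes at 37 degrees C before luminescent detection.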
DRD3 agonist = D3 dopamine receptor (human) agonism | D3R DiscoveRx beta-arrestin cells, luminescence, 90 min | P35462 | max activation, % | hit rate 0.58% among 410,000; in the data active = max activation above about 30%; also: 0% is about no effect; mostly tested at two doses, the higher about 12 µM
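Agonist mode: compounds and dopamine controls were applied to plated cells for 90 min at 37 degrees C after an overnight attachment at 1500 cells/well. Luminescent read-out followed 30 - 60 minutes at room temperature with DiscoveRx detection reagent.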
EPAC2 ag = activates human EPAC2 exchange factor. Potency, µM (highest dose often 154 µM), inactives show at the top dose activation, most hits filed as activators. hit rate 0.079% among 360,000. EPAC2 activation, biochemical qHTS; response scale: 100% = 6.5 mM cAMP response. Q8WZA2; also: potency is read from the fitted curve at half-maximal effect; nearly all actives have a fitted effect of over 50% in size
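In this primary screen, activation is scored as increased exchange of BODIPY-GDP from Rap1B by 100 nM EPAC2, with 50 uM GDP as competitor. Signal is normalized to the 6.5 mM cAMP agonist control.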
PTHR1 agonist = activates the human parathyroid hormone receptor PTHR1 | Potency, µM (highest dose often 115 µM), for inactives: at the highest dose activation, usual class: activators | HEK293 GP2 PTHR1 cells, GloSensor cAMP luminescence, 1 h | hit rate 0.075% among 410,000 | Q03431; also: potency is read from the fitted curve at half-maximal effect; nearly all actives have a fitted effect of over 55% in size; some results filed as inactive show a strong effect at the top dose; inactives centre near -15; many of its hits are not listed in these tables
Target sequence (Q03431 whole entry, looked up): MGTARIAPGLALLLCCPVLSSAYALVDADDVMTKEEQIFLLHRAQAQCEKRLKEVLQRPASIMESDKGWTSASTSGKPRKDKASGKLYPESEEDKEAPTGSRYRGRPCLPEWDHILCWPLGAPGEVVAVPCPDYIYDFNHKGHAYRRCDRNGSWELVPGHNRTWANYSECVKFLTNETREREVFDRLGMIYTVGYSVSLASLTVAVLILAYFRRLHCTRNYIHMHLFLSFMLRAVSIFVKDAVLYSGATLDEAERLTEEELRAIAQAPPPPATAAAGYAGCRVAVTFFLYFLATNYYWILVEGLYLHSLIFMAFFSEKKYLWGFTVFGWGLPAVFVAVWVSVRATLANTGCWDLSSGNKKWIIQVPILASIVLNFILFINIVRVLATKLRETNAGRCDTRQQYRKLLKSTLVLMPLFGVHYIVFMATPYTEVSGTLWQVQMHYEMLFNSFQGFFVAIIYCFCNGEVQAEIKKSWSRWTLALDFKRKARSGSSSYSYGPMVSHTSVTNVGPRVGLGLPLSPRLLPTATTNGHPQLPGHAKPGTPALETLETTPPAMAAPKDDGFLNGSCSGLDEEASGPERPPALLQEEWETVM
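HEK-293-derived GP2 cells expressing PTHR1 and a GloSensor cAMP reporter, 3,000/well, plated overnight, given luciferin plus IBMX (each 0.5 mM as added) for 1 h at 37 °C, then compound for 1 h at 37 °C. Luminescence was read after 15 min at room temperature.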
CCT chaperon mod = modulators of cytosolic chaperonin (CCT/TRiC) activity | purified chaperonin ATPase assay, HTRF ADP detection, 30 min | activity change, % (no concentration beside the values), hits read low | hit rate 0.3% among 360,000 | AID 651819; in the data active = activity change below about -30%; also: % is scaled to controls: 0 for no effect and ±100 for the full control effect
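We incubate TRiC, 40 or 20 nM final, with library compounds at 76 uM and 10 uM ATP for 30 min at 37 °C. ADP formed is detected with Transcreener HTRF reagents after 30 min at room temperature.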
EPAC2 antag = EPAC2 (human) antagonism. EPAC2 GEF exchange of Rap1B-BODIPY-GDP, fluorescence. Potency, µM (highest dose often 114 µM), for inactives: at the top dose activity, negative = inhibition, usual class: inhibitors. hit rate 0.18% among 360,000. AID 720708; also: potency is read from the fitted curve at half-maximal effect; % is scaled to controls: 0 for no effect and ±100 for the full control effect; nearly all actives have a fitted effect of over 45% in size; many of its hits are not listed in these tables
Mm-Cpn inhibitor = blocks the Methanococcus maripaludis chaperonin Mm-Cpn; purified Mm-Cpn ATPase, ADP Transcreener TR-FRET; Potency, µM (top dose mostly 76.9 µM), for the others: at the highest dose activity, negative = inhibition, most hits filed as inhibitors; hit rate 0.031% among 330,000; also: potency is read from the fitted curve at half-maximal effect; % is scaled to controls: 0 for no effect and ±100 for the full control effect; nearly all actives have a fitted effect of over 80% in size
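Reaction buffer contained 30 mM Tris pH 7.4, 100 mM KCl, 5 mM MgCl2 and 1 mM DTT. Mm-CPN (25 nM final) hydrolysed 10 uM ATP over 30 min at 37°C; ADP was read by HTRF.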
Akt phos inh = inhibitors of Akt phosphorylation. Neuro2A IGF-stimulated pAkt S473 HTRF, 20 min; stronger effect = lower value. activity change, % for hits at 50 µM. hit rate 0.32% among 360,000; in the data active = activity change below about -80%; inconclusive = mostly about -51% to -80%; also: % is scaled to controls: 0 for no effect and ±100 for the full control effect
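Neuro2A cells (4,500/well, DMEM with 0.5% FBS) were treated with compound at a single 50 µM final concentration, stimulated with 6 nM IGF for 20 min at 37 °C, and lysed. Phospho-Akt Ser473 was read by HTRF as 665/615 ratio ×10^4.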
An asterisk follows results filed as active; i = inactive; ? = inconclusive; . = not tested or not shown; & = joins results of further samples; [ ] = another dose, or the depositor's remark. Unless noted, calls follow the shape of the dose curve; as a rule, active = well fitted curve in the direction sought with a large enough effect; inconclusive = small, poorly fitted or top-dose-only effect, or another doubt; inactive = no such curve, though single readings can be large; an effect the other way counts as inactive or inconclusive. Only part of the results is shown; rates above refer to the full screens.

SMILES | D3 antag | DRD3 agonist | EPAC2 ag | PTHR1 agonist | CCT chaperon mod | EPAC2 antag | Mm-Cpn inhibitor | Akt phos inh
CCCCOC(=O)n1c(SCC(=O)N(CC)CC)nc2ccccc21 | 49 | 9 | 16% | -26% | -2.7 | -3% | 0% | i
COc1ccc(/C=C/C(=O)N2CCN(c3ccccn3)CC2)cc1OC | 1 | 2 | 2% | -16% | 0.6 | 13% | 1% | i
Cc1ccc(Nc2nc(Cl)c(C=O)s2)cc1 | -15 | -10 | -1% | -37%[inhibitor] | 0.0 | 2% | -1% | i
CN(C)c1nc(N)nc(/C(C#N)=C/C2CC3C=CC2C3)n1 (stereo not given) | -1 | -3 | -10% | -12% | 1.4 | 22% | 0% | i
O=C(COC(=O)c1cc(S(=O)(=O)N2CCCCC2)ccc1N1CCOCC1)NC1CCCCC1 | 5 | 2 | 4% | i | -0.7 | 5% | 0% | i
CN1C(=O)/C(=C2\SC(=S)N(CCCCCC(=O)O)C2=O)c2ccccc21 | 5 | -8 | 5% | ? | 0.3 | 9% | 0% | i
Cc1ccc(N=c2ssnc2Cl)cc1 | -27 | 15 | -4% | -86%[inhibitor] | 1.3 | 11% | 0% | i
CCN1C(=NCCCOC(C)C)N[C@@H](CCc2ccccc2)[C@H](C(=O)NCCCOC(C)C)[C@H]1C | 0 | 7 | 13% | -51%[inhibitor] | 0.4 | 5% | 0%&1% | i
O=C(NC1CCCCC1)C(c1ccc(O)cc1)N(CC1CCCO1)C(=O)C1COc2ccccc2O1 (stereo not given) | -17 | -8 | 9% | i | -7.3 | -1%[57.1 µM] | 1% | i
COc1ccc(CCNC(=O)c2cccnc2Cl)cc1OC | -11 | 1 | 6% | i | -2.4 | 3% | . | i
CN(CC(=O)N1CC=C(c2ccccc2)CC1)S(=O)(=O)c1ccc2c(c1)c(=O)n(C)c(=O)n2C | -22 | 1 | 0% | i | 0.4 | 6% | -1% | i
CC1CCCC(NC(=O)COC(=O)/C=C/c2ccco2)C1C (stereo not given) | 3 | -3 | 1% | -2% | -0.6 | 3% | 0% | i
Cc1ccccc1OCCOCCN1CCCCCC1 | ? | -12 | 3% | -23% | -3.0 | 3% | 1% | i
Oc1c(CN2CCOCC2)cc(CN2CCOCC2)cc1CN1CCOCC1 | 14 | 3 | -1% | -8% | 1.0 | 4% | . | i
CC(=NO)c1ccc2c(c1)C(=NO)c1ccccc1-2 | 29 | -4 | 3% | i | -1.1 | 0% | . | i
CCn1c(CC(=O)Nc2ccccc2F)nnc1SCC(=O)Nc1nnc(C)s1 | 13 | 4 | -1% | i | -1.2 | 5% | -4% | i
COC(=O)c1cnc2ccccc2n1 | 4 | 1 | -3% | i | -0.7 | 0% | 0% | i
O=C(CCC(=O)N1CCSc2ccccc21)NC1CCCCC1 | -10 | -16 | 4% | i | 1.0 | 6% | 2% | i
CN1c2ccccc2C(C)(C)C12CC(CCl)=NO2 (stereo not given) | -20 | -2 | 6% | -24% | -0.2 | -4% | 0% | i
O=C1CCCC2=C1C(c1cccs1)Nc1ccccc1N2 (stereo not given) | 0 | -2 | -3% | -15% | 1.8 | 3% | -1% | i

At a glance, part of the list above.
SMILES | D3 antag | DRD3 agonist | EPAC2 ag | PTHR1 agonist | CCT chaperon mod | EPAC2 antag | Mm-Cpn inhibitor | Akt phos inh
COc1ccc(CCNC(=O)c2cccnc2Cl)cc1OC | -11 | 1 | 6% | i | -2.4 | 3% | . | i
CN(CC(=O)N1CC=C(c2ccccc2)CC1)S(=O)(=O)c1ccc2c(c1)c(=O)n(C)c(=O)n2C | -22 | 1 | 0% | i | 0.4 | 6% | -1% | i
CC1CCCC(NC(=O)COC(=O)/C=C/c2ccco2)C1C (stereo not given) | 3 | -3 | 1% | -2% | -0.6 | 3% | 0% | i
Cc1ccccc1OCCOCCN1CCCCCC1 | ? | -12 | 3% | -23% | -3.0 | 3% | 1% | i
Oc1c(CN2CCOCC2)cc(CN2CCOCC2)cc1CN1CCOCC1 | 14 | 3 | -1% | -8% | 1.0 | 4% | . | i
CC(=NO)c1ccc2c(c1)C(=NO)c1ccccc1-2 | 29 | -4 | 3% | i | -1.1 | 0% | . | i
CCn1c(CC(=O)Nc2ccccc2F)nnc1SCC(=O)Nc1nnc(C)s1 | 13 | 4 | -1% | i | -1.2 | 5% | -4% | i
COC(=O)c1cnc2ccccc2n1 | 4 | 1 | -3% | i | -0.7 | 0% | 0% | i
O=C(CCC(=O)N1CCSc2ccccc21)NC1CCCCC1 | -10 | -16 | 4% | i | 1.0 | 6% | 2% | i
CN1c2ccccc2C(C)(C)C12CC(CCl)=NO2 (stereo not given) | -20 | -2 | 6% | -24% | -0.2 | -4% | 0% | i
O=C1CCCC2=C1C(c1cccs1)Nc1ccccc1N2 (stereo not given) | 0 | -2 | -3% | -15% | 1.8 | 3% | -1% | i

Other records:
SMILES | D3 antag | DRD3 agonist | EPAC2 ag | PTHR1 agonist | CCT chaperon mod | EPAC2 antag | Mm-Cpn inhibitor | Akt phos inh
N#CCn1c(CN2CCCC2)nc2ccccc2c1=O | 27 | 2 | 4% | i | -0.9 | 7% | -1% | i
Cc1cc(C)c2cc(CN(CCO)Cc3nnnn3Cc3ccccc3)c(=O)[nH]c2c1 | -5 | -7 | -11% | -14%[57.5 µM] | -1.6 | 2% | 3% | i
CCOC(=O)c1ccc(N=Cc2nc3ccccc3n2C)cc1 | 0 | -1 | 1% | -22% | 0.8 | 8% | 1% | i
Cc1noc(C)c1NC(=O)Nc1ccc2c(c1)C(=O)N([C@H](C)CO)C[C@H](C)[C@@H](CN(C)S(=O)(=O)c1ccc(F)cc1)O2 | -14 | -20 | -3% | -7% | -1.7 | 11% | 0% | i
CC(=O)Nc1ccc(/C=C/c2nc3ccccc3[nH]c2=O)cc1 | 1 | 8 | -6% | i | 2.4 | -4% | -15% | i
O=C(Nc1nnc(-c2ccc(F)cc2)s1)C1CCN(S(=O)(=O)c2ccc(Cl)cc2)CC1 | 4 | 5 | -6% | -38% | -0.4 | 20% | -2% | i
NC(=O)CC(NC(=O)Cc1cccc2ccccc12)c1ccc(N2CCC(Cc3ccccc3)CC2)c([N+](=O)[O-])c1 (stereo not given) | ? | 17 | 4% | -18% | -2.1 | 0% | 0% | i
O=C(OCC(=O)N1CCN(C(=O)c2ccco2)CC1)c1c(Cl)cccc1Cl | -19 | -5 | -10% | -11% | 0.6 | 16% | 2% | i
O=C(O)c1ccc(-n2nnnc2SCc2ccccc2F)cc1 | 5 | 3 | 8% | i | 1.1 | -3% | 2% | i
Cc1cccc(OCCCC(=O)Nc2ccc(S(=O)(=O)Nc3ncccn3)cc2)c1C | 3 | 6 | 8% | -3% | -1.7 | -7% | 2% | i
CC(C)=NNc1nc2c(c(=O)n(C)c(=O)n2C)n1CCc1ccccc1 | 5 | -1 | 0% | -56%[inhibitor] | 0.4 | 3% | ? | i
CCOC(=O)N1CCN(CC(O)COc2cc(C)ccc2C(C)C)CC1 (stereo not given) | -12 | -4 | -1% | i | -3.0 | 3% | -2% | i
OC[C@@H]1CN(CCN2CCOCC2)C[C@H](n2cnc3c(Nc4ccccc4)ncnc32)O1 | 50 | 9 | 3% | -30% | 0.7 | -7% | . | i
O=C(Nc1cccc(Oc2ccc3c(c2)C(=O)NC3=O)c1)c1ccco1 | -6 | 3 | 4% | -74%[inhibitor] | 0.8 | 4% | -3% | i
CCOc1ccc(-c2cccc(NS(=O)(=O)c3cc([N+](=O)[O-])ccc3C)c2)nn1 | 11 | 6 | 8% | -28% | 1.3 | -15% | 3% | i
Cc1ccc(C(=O)COC(=O)CN2C(=O)C3C4C=CC(C4)C3C2=O)cc1[N+](=O)[O-] (stereo not given) | -3 | 9 | 5% | i | 1.0 | 15% | -6% | i
NC(=O)CC(NC(=O)c1ccc(Br)cc1)c1ccc(NCCc2ccc(F)cc2)c([N+](=O)[O-])c1 (stereo not given) | -27 | -53 | 1% | -22% | -1.5 | -19% | 0% | i
COCCCn1c(=O)c2sccc2n2c(CCCC(=O)NCc3cccc(OC)c3)nnc12 | 7 | 2&1 | 4% | -6% | -2.8 | 1% | ? | i
CCN(c1ccccc1)S(=O)(=O)c1ccc(Oc2ccc(-n3ccnc3)cc2)nc1 | 7 | 1 | 16% | -51%[inhibitor][57.5 µM] | -1.7 | -6% | ? | i
O=S(=O)(NCc1ccc2c(c1)OCO2)c1ccc(F)cc1 | -9 | -1 | 13% | -9% | 3.7 | -11% | 2% | i

Copied from the list:
`Cc1noc(C)c1NC(=O)Nc1ccc2c(c1)C(=O)N([C@H](C)CO)C[C@H](C)[C@@H](CN(C)S(=O)(=O)c1ccc(F)cc1)O2` | Mm-Cpn inhibitor = 0%
`Cc1ccc(C(=O)COC(=O)CN2C(=O)C3C4C=CC(C4)C3C2=O)cc1[N+](=O)[O-]` (stereo not given) | EPAC2 antag = 15%

(cont.)
SMILES | D3 antag | DRD3 agonist | EPAC2 ag | PTHR1 agonist | CCT chaperon mod | EPAC2 antag | Mm-Cpn inhibitor | Akt phos inh
CCCCc1c(O)c2cccc3c2n(c1=O)CCC3 | 1 | -4 | 8% | -5% | -1.9 | 0% | . | i
C/C(=N\NC(=O)c1ccc(C)cc1)c1c(C)[nH]n(-c2ccccc2)c1=O | -8 | 1 | -6% | -32%[inhibitor] | 1.9 | -6% | 0% | i
Oc1ccc(-c2cnns2)c(O)c1 | 8 | 6 | -7% | -2% | -2.5 | 7% | 0% | i
Oc1ccc(-c2n[nH]c(=S)n2-c2ccc3c(c2)OCCO3)c(O)c1 | -7 | 5 | -11% | -13% | -2.9 | 6% | 0% | i
COc1cccc(/C=N/Nc2ncnc3c2[nH]c2ccc(C)cc23)c1OC | 25 | 5 | 10% | i | -2.1 | -1% | -13% | i
COc1ccc(C(NC(=O)C2CCN(CCOc3ccccc3)CC2)c2ccccn2)cc1 (stereo not given) | ? | 4 | 7% | -19% | -1.6 | -2% | . | i
O=C(CSc1nnc(-c2ccccc2)n1-c1ccccc1)NCc1ccco1 | 7 | 2 | -2% | i | -1.7 | -4% | -10% | i
O=C(Nc1ccccc1C(=O)NCCCn1ccnc1)c1ccccc1 | 17 | -3 | 6% | -23% | -3.4 | -2% | 0% | i
